STEP inh = STEP phosphatase inhibitors, primary screen, biochemical, fluorescence intensity, uHTS; 360,000 tested, 0.25% active; recombinant STEP, OMFP fluorogenic substrate; Tyrosine-protein phosphatase non-receptor type 5 (Homo sapiens), P54829; AID 588621, 2011; inhibition, % at 20 µM;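 active = inhibition at 20 µM, scaled per plate between control wells, above about 37%, limit read from the data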;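 also: 0% = DMSO with enzyme and substrate and 100% = substrate only without enzyme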
Target sequence (P54829 whole entry, looked up): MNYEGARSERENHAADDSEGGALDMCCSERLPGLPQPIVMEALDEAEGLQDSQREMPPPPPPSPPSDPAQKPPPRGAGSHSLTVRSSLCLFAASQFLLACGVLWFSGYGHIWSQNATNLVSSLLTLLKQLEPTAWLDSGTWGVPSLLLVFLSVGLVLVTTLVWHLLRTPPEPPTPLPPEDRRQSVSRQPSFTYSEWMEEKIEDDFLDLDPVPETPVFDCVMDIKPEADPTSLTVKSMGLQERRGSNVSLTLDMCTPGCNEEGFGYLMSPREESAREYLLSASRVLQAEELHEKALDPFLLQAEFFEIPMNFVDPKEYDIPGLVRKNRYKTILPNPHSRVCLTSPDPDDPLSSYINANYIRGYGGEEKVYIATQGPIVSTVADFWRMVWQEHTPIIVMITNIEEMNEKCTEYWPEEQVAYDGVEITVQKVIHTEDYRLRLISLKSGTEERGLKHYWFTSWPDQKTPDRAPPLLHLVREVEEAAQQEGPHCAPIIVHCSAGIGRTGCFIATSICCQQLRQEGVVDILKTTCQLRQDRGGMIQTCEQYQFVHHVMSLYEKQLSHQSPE
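System: STEP (striatal-enriched tyrosine phosphatase) enzyme, cell-free; medium: Bis-Tris pH 6.0 buffer with DTT, detergent; dosing: 20 µM, 1% DMSO; times: reaction 20 min, ambient temperature; detection: fluorescence, 480/540 nm; read-out basis: normalized % inhibition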
Scp-1 inhibitor = Scp-1 phosphatase inhibitors, primary screen, biochemical, colorimetric, uHTS; Carboxy-terminal domain RNA polymerase II polypeptide A small phosphatase 1 (Homo …; Recombinant Scp1, phosphopeptide, malachite green phosphate absorbance; inhibition, % at 20 µM; 340,000 tested, 0.88% active;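 active = inhibition above about 50% at 20 µM, limit read from the data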;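 also: plate controls were DMSO wells with enzyme for no effect and wells lacking enzyme for full effect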
Target sequence (Q9GZU7 76-261 limits assumed): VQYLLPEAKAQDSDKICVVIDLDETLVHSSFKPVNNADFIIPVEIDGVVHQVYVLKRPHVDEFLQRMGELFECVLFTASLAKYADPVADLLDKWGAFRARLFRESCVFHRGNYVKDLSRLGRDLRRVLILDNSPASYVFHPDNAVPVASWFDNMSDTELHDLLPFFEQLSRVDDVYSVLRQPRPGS
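Incubation: 45 min enzyme reaction at room temperature / System: truncated SCP-1 phosphatase (76-261aa) / Reagent: Phospho 17-mer peptide substrate / Buffer or medium: Acidic Tris acetate buffer with magnesium and detergent / Signal: absorbance at 630 nm / Doses: one concentration, 20 µM, with 1.0% DMSO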
NRP1-CendR mod = modulators of CendR peptide binding to NRP-1, primary screen, biochemical, fluorescence polarization, uHTS. Neuropilin-1 (Homo sapiens), O14786. FAM-RPARPAR peptide binding to NRP-1. inhibition, % at 25 µM. 360,000 tested, 0.85% active. AID 602438, 2012;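 active = inhibition or corrected inhibition above about 18%, plus a signal ratio from 0.5 to 1.5, limit read from the data, passing the limit was not always enough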; also: strong numbers were not always called active
LMPTP inh = LMPTP phosphatase inhibitors, primary screen, biochemical, fluorescence intensity, uHTS; Low molecular weight phosphotyrosine protein phosphatase (Homo sapiens), P24666; recombinant LMPTP-A, OMFP fluorogenic substrate; inhibition, % at 20 µM; 360,000 tested, 0.22% active;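 active = compounds that cut the enzyme signal by at least half of the control window in the single-dose screen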;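 also: plate controls were DMSO wells with enzyme plus substrate for no effect and substrate without enzyme for full effect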
Target sequence (P24666 whole entry, looked up): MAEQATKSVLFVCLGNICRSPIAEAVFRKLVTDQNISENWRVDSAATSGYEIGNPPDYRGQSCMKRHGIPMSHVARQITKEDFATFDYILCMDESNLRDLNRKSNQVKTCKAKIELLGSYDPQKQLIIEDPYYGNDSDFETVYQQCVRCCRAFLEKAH
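Test system – LMPTP-A enzyme · Amount – LMPTP-A at 0.625 nM final in the reaction · Buffer or medium – Bis-Tris pH 6.0, DTT, detergent · Reagent – OMFP 400 µM · Doses – single 20 µM dose · Schedule – reaction 50 min, room temperature, dark · Detection – fluorescence intensity of OMFP turnover product · Evaluation – percent inhibition versus substrate-only and uninhibited controls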
Tb MetRS inh = T. brucei MetRS inhibitors, primary screen, biochemical, luminescence; methionyl-tRNA synthetase (Trypanosoma brucei brucei); purified T. brucei MetRS, ATP depletion, Kinase-Glo luminescence; inhibition, % at 11.9 µM; 360,000 tested, 0.4% active;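 active = inhibition above a per-plate cutoff of the control wells' mean inhibition plus 3 SD, cut at about 5.5% in these data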;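 also: 0% = DMSO wells median and 100% = median of wells with control inhibitor compound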
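technique = Kinase-Glo luminescence, ATP depletion format | system = purified MetRS (methionyl-tRNA synthetase) enzyme from Trypanosoma brucei | timing = 15 min preincubation, 2 h reaction, all 25 °C | evaluation = percent inhibition versus plate control medians | dosing = single dose, 11.9 µM final nominal, 0.9% final DMSO | also added = substrates ATP, L-methionine and bulk Escherichia coli tRNA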
Neddyl block = inhibitors of cullin neddylation, primary screen, biochemical, TR-FRET, uHTS, NAE and Ubc12 | NEDD8-conjugating enzyme Ubc12 (Homo sapiens) + NEDD8-activating enzyme E1 regulatory … | 360,000 tested, 0.58% active | calls only at 25 µM | AID 651699, 2012; in the data active = inhibition above about 36%
SUMO1-SIM PPI = modulators of SUMO1 protein-protein interactions, primary screen, biochemical, uHTS; Small ubiquitin-related modifier 1 (Homo sapiens), P63165; 360,000 tested, 0.33% active; inhibition, % at 20 µM; SUMO1 binding to a labelled peptide, TR-FRET, 1 h; in the data active = inhibition above about 37%
Target sequence (P63165 whole entry, looked up): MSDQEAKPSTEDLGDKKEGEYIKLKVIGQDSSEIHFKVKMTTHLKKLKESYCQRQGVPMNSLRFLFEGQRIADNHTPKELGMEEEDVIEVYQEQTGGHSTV
NadD inh = inhibitors of S. aureus NadD, primary screen, biochemical, colorimetric, uHTS; AID 602399, 2012; purified NadD enzyme, colorimetric absorbance read-out; 360,000 tested, 0.78% active; inhibition, % at 20 µM; Nicotinate-nucleotide adenylyltransferase NadD (Staphylococcus aureus N315); in the data active = inhibition above about 26%; also: some compounds past the cut are filed as inactive
DNMT1 block = human DNMT1 methyltransferase inhibitors, primary screen, biochemical, molecular beacon, fluorescence, HinP1I cleavage, uHTS; DNA (cytosine-5)-methyltransferase 1 (Homo sapiens), P26358; inhibition (reported as % activation of signal), % at 10 µM; 360,000 tested, 0.83% active; AID 588458, 2011; in the data active = inhibition above about 50%
SKN-1 inh = suppressors of acrylamide-induced Pgst-4::GFP reporter in worms, primary screen, SKN-1 inhibitor project, whole organism, uHTS, GFP/RFP fluorescence ratio, strain VP596; C. elegans VP596 Pgst-4::GFP/RFP ratio, 24 h; inhibition, % at 21.8 µM; 360,000 tested, 0.49% active;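 active = interference check ratio from 0.5 to 1.5 plus GFP to RFP signal ratio inhibition reaching or exceeding a fixed threshold, cut at about 30% in these data, passing the limit was not always enough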; also: some compounds called inactive have numbers as strong as hits
* hit, by the source's call; i = inactive; · = not tested or not shown.

SMILES	STEP inh	Scp-1 inhibitor	NRP1-CendR mod	LMPTP inh	Tb MetRS inh	Neddyl block	SUMO1-SIM PPI	NadD inh	DNMT1 block	SKN-1 inh
CC1Cc2ccccc2N1C(=O)CSc1nnnn1C1CCCC1 (stereo unspecified)	0	-9	7	-3.2	0.0	i	0	-8	-1	1
O=C1CN(C(=O)COC(=O)c2ccccc2O)c2ccccc2N1	0	-4	-4	-0.9	-0.6	i	0	-5	0	-3
CCCCCC(=O)N1C[C@@H](n2cc(-c3ccc(F)cc3)nn2)[C@H](O)C[C@@H]1c1ccccc1	-2	·	-7	0.1	-1.1	i	5	-5	1	0
Cc1ccc(S(=O)(=O)N(C)Cc2ccc(-c3nnco3)cc2)cc1	2	-11	-2	-1.0	-0.5	i	1	-2	-3	8
COc1ccc(-c2cc3cc(OC)c(OC)cc3cn2)cc1	4	-2	18	3.0	-0.3	·	-1	2	-13	8
COc1ccc(-c2c(C(=O)O)c(-c3ccccc3)cn2C)cc1	0	-12	3	-0.4	-0.3	i	2	-11	1	9
Cc1ccc(NC(=S)N=Nc2c(O)n(C)c3ccc(S(=O)(=O)N4CCOCC4)cc23)cc1	4	-3	4	1.5	-0.4	i	-10	17	-1	14
CC(=O)N(CCCN(C)C)Cc1ccccn1	1	-10	5	-3.1	-0.9	i	4	-5	3	-5
COc1ccc(/C=N/NC(=O)CNC(=O)/C=C/c2ccco2)cc1OC	-2	40	10	0.7	0.1	i	-11	3	1	7
Cc1cc(C)c(NC(=O)c2ccc3c(c2)CCN3S(C)(=O)=O)c(C)c1	0	-11	3	-0.1	0.2	i	0	2	0	9
COCCNC(=O)C1(C)CCCN(C(=O)c2cccc(OC(F)(F)F)c2)C1 (stereo unspecified)	2	·	-1	-0.1	-0.1	i	-14	4	2	-5
Cn1c(=O)c2c(nc(SCC(=O)NCC3CCCO3)n2Cc2ccc(F)cc2)n(C)c1=O (stereo unspecified)	6	-2	-5	-1.1	-0.5	i	-3	0	2	-9
Cc1cc(Br)cc(/C=N/NC(=O)c2ccc3c(c2)OCO3)c1O	2	2	-9	4.8	-0.4	i	-2	5	48	2
CC[C@@]12C(=O)N(c3cccc(C)c3)C(=O)N1[C@H](c1ccc(Br)cc1)[C@@H]1C(=O)N(C(C)(C)C)C(=O)[C@@H]12	-1	-6	0	0.3	-0.6	i	-3	0	-4	-8
CCOc1ccc(N(C(=O)c2snc(C(N)=O)c2N)C(C(=O)NCC2CCCO2)c2ccc(C)o2)cc1 (stereo unspecified)	3	-5	1	-0.5	0.1	i	-11	1	-1	6
CCOc1ccc2nc(NC(=O)c3ccco3)sc2c1	2	-5	-9	-0.1	-2.6	·	-3	4	0	35*
CCOC(=O)N1CCN(C(=O)CCC(=O)N2CCOc3ccc(C)cc32)CC1	-7	-4	-10	-0.8	-1.8	i	0	0	4	-3
CCOC(=O)C1=C(C)NC(=O)NC1c1c(OCC(=O)N2CCCCC2)ccc2ccccc12 (stereo unspecified)	2	-5	-8	-0.2	-1.4	i	-4	2	5	6
C=CCc1ccccc1OCC(O)CNC (stereo unspecified)	-1	0	-6	0.3	-0.4	i	1	6	-2	0
CC1(C(=O)NS(=O)(=O)c2ccc(Cl)s2)CCN1C(=O)C1(c2ccc(Cl)cc2)CC1 (stereo unspecified)	0	·	0	-1.3	-0.2	i	5	-2	9	5
CS(=O)(=O)N(CC(=O)NCc1ccco1)c1cccc([N+](=O)[O-])c1	-4	-12	-5	0.0	0.0	i	-12	6	2	-6
CC(C)NC(=O)[C@@H]1C[C@@]1(C)[C@@H](NC(=O)OCc1ccccc1)c1ccccc1	-2	-8	17	0.6	-0.2	i	-3	-3	-3	7
N#CCCN1CCC(NC(=O)OCc2ccccc2)CCC1=O (stereo unspecified)	0	0	-6	0.8	0.0	i	7	0	4	-10
COc1ccc(-c2cc(C(=O)NCC3CCCO3)c3cc(C(C)C)ccc3n2)cc1 (stereo unspecified)	-2	-7	2	0.2	-0.6	·	-7	-3	-1	-3
CCn1c(CSCc2ccc(F)cc2)nnc1SCC(=O)N1CCN(c2ccccc2)CC1	7	-7	5	0.1	-0.4	i	1	2	-1	5
Next compounds follow.
SMILES	STEP inh	Scp-1 inhibitor	NRP1-CendR mod	LMPTP inh	Tb MetRS inh	Neddyl block	SUMO1-SIM PPI	NadD inh	DNMT1 block	SKN-1 inh
CC(CN1CCOCC1)OC(=O)COc1ccc(F)cc1 (stereo unspecified)	4	-2	5	-2.3	-0.8	i	1	6	1	0
O=C(O)CCCNS(=O)(=O)Cc1ccccc1	-2	-3	0	-1.6	0.1	i	1	2	-2	18
O=C(COC(=O)c1cccc(O)c1)NCc1ccc2c(c1)OCO2	0	-8	-9	-0.3	-0.2	i	2	-3	2	-4
COc1ccc(N(C(=O)CNC(=O)c2cccs2)C(C(=O)NC2CCCC2)c2cccnc2)cc1 (stereo unspecified)	2	-3	1	-0.1	-0.5	i	1	4	-4	-12
O=C(NC(c1ccccc1)c1cnccn1)C1CCN(CCOc2ccc(Cl)cc2Cl)CC1 (stereo unspecified)	-1	·	3	-0.1	0.2	i	0	-3	2	20
CC(C)CC(C(=O)NC(C)(C)C)N(CC1CCCO1)C(=O)c1snc(C(N)=O)c1N (stereo unspecified)	2	-3	17	2.2	-0.9	i	-2	-2	3	-13
N#C/C(C(=O)NCc1ccccc1)=C1\SC(CCO)C(=O)N1c1ccccc1 (stereo unspecified)	2	-5	3	0.6	0.0	i	-1	-5	-1	8
CCc1ccc(/C=C2\SC(N3CCCC3)=NC2=O)cc1	3	-3	7	-0.3	-0.7	i	-29	0	1	-1
O=C(NCc1ccccn1)Nc1cccc([N+](=O)[O-])c1	-2	-7	4	-0.4	0.8	i	-24	-1	-1	8
O=C(O)CN1C(=O)/C(=C\c2ccccc2OCc2ccc(Cl)cc2)SC1=S	10	9	-58	2.2	0.0	i	-5	5	3	6
CCCNC(=O)CN(Cc1ccccc1F)S(=O)(=O)c1ccc(C)cc1	-4	-1	3	0.0	0.1	i	1	-4	-1	-13
COCC1CCN(C(=O)CCc2nnc(C3(c4ccc(Cl)cc4)CCC3)o2)C1 (stereo unspecified)	-3	-7	11	-1.6	0.1	i	0	5	2	10
CC(C)(C)N1CC(OC(N)=O)C1	0	-8	4	-0.1	0.3	i	2	-5	1	2
Cc1ccc(Oc2nc(C(F)(F)F)nc3ccccc23)cc1	4	-4	-20	2.9	-1.6	i	1	-12	-2	-8
CC(=O)OC[C@@H]1CN(Cc2ccccc2)C[C@H](n2ccc3c(N)ncnc32)O1	4	·	5	0.8	0.0	i	-1	0	3	-10
COc1cc(N=Nc2ccc(C)cc2S(N)(=O)=O)c(C)cc1N	2	10	15	7.4	-0.2	i	-63	4	-6	22
COc1ccc(/C=C\c2onc(C)c2S(=O)(=O)N2CCC(C(=O)NCc3ccco3)CC2)cc1	-4	-5	5	1.1	0.2	i	-8	-6	2	-4
O=C(Nc1ccccc1C(=O)NC(Cc1ccccc1)C(=O)O)c1ccccc1 (stereo unspecified)	-2	-2	-6	0.0	0.1	i	-4	0	1	11
CCOC(=O)c1c(NC(=O)c2c(Br)cnn2CC)sc(C)c1C	-1	-5	14	2.5	-0.1	i	3	2	-2	30
Cc1nc2ccccc2cc1C(=O)N/N=C/c1ccccc1[N+](=O)[O-]	-4	-6	-1	-0.6	0.2	i	-20	3	-2	14
Cc1c(CC(=O)O)c(=O)oc2c(C)c3occ(-c4ccc(Br)cc4)c3cc12	69*	52*	-56	2.4	-1.2	i	23	11	4	-12
O=C(CSc1nnc(NC(=O)c2cccc(F)c2)s1)NC1CCCC1	-3	-1	5	-0.5	1.0	i	11	-2	2	16
CCOC(=O)C1=CC[C@@H](c2ccccc2)N(S(=O)(=O)c2ccc(C)cc2)[C@H]1C#N	-1	·	18	-2.0	-0.2	i	-8	-6	-7	8
Cc1ccc(C)c(NC(=O)CN(C)C(=O)c2cc3ccccc3o2)c1	1	-3	4	0.1	0.6	i	0	4	-3	-2
COc1cc(/C=C/C(=O)NCC(=O)N2CCC(N(C)CCN3CCOCC3)CC2)ccc1OC(C)C	-2	-10	4	-3.6	0.0	i	-11	4	-7	-2
CCc1ccc(NC(=O)CSc2nnc(COc3ccc4c(c3)CCCC4)o2)cc1	-1	-13	-4	0.6	-0.6	i	6	10	4	-19
CC(CNC(=O)c1ccc(Br)o1)NC(=O)c1ccc(Br)o1 (stereo unspecified)	0	0	8	-0.9	0.0	i	-2	10	-1	7
Cc1ccc(C(=O)CNc2nc3c(c(=O)[nH]c(=O)n3C)n2Cc2ccccc2)cc1	2	-8	1	-0.1	-0.7	i	2	-5	-4	0
C=CCN1C=C(C(=O)c2ccccc2)C(=O)CC1	-2	4	11	-1.5	-0.9	i	-3	-3	6	1
COc1cc2c3c(c1)C1(C(=O)N3C(C)(C)C=C2C)C(C#N)=C(N)Oc2cc(C)oc(=O)c21 (stereo unspecified)	3	-3	-7	1.9	-0.6	i	-1	3	-3	-7

Shown bar-delimited: five of the compounds above
compound | STEP inh | Scp-1 inhibitor | NRP1-CendR mod | LMPTP inh | Tb MetRS inh | Neddyl block | SUMO1-SIM PPI | NadD inh | DNMT1 block | SKN-1 inh
O=C(CSc1nnc(NC(=O)c2cccc(F)c2)s1)NC1CCCC1 | -3 | -1 | 5 | -0.5 | 1.0 | i | 11 | -2 | 2 | 16
CCOC(=O)C1=CC[C@@H](c2ccccc2)N(S(=O)(=O)c2ccc(C)cc2)[C@H]1C#N | -1 | · | 18 | -2.0 | -0.2 | i | -8 | -6 | -7 | 8
Cc1ccc(C)c(NC(=O)CN(C)C(=O)c2cc3ccccc3o2)c1 | 1 | -3 | 4 | 0.1 | 0.6 | i | 0 | 4 | -3 | -2
COc1cc(/C=C/C(=O)NCC(=O)N2CCC(N(C)CCN3CCOCC3)CC2)ccc1OC(C)C | -2 | -10 | 4 | -3.6 | 0.0 | i | -11 | 4 | -7 | -2
CCc1ccc(NC(=O)CSc2nnc(COc3ccc4c(c3)CCCC4)o2)cc1 | -1 | -13 | -4 | 0.6 | -0.6 | i | 6 | 10 | 4 | -19

Screening data (PubChem)
